FLuc inh: qHTS Assay for Inhibitors of Firefly Luciferase | Potency, µM (highest dose often 57.1 µM), for inactives: at the highest dose activity change, negative = inhibition, usual class: inhibitors | 72,000 tested, 2.2% active | Luciferin 4-monooxygenase (Photinus pyralis), P08659 | purified firefly luciferase, luminescence, 8 min; also: potency is read from the fitted curve at half-maximal effect; % is scaled to controls: 0 for no effect and ±100 for the full control effect; nearly all actives have a fitted effect of over 40% in size
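Titration-based qHTS; buffer 50 mM imidazole pH 7.2, 50 mM KCl, 7 mM MgCl2, 10 uM ATP, 0.01% Tween 20, 0.05% BSA; luciferase/luciferin detector mix added after compound; 8 min, ambient; luminescence.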
Tau fil binding: qHTS Assay for Tau Filament Binding | Potency, µM (doses to about 57.1 µM), for the others: top-dose activity change, negative = inhibition | 71,000 tested, 2% active | recombinant tau filaments, thioflavin S fluorescence, 15 h; filaments grown with octadecylsulfate alongside compound | AID 596, 2007;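 also: potency is read from the fitted curve at half-maximal effect; % is scaled to controls: 0 for no effect and ±100 for the full control effect; actives lower thioflavin S fluorescence by blocking filaments or displacing dye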
Target sequence (P10636 whole entry, looked up): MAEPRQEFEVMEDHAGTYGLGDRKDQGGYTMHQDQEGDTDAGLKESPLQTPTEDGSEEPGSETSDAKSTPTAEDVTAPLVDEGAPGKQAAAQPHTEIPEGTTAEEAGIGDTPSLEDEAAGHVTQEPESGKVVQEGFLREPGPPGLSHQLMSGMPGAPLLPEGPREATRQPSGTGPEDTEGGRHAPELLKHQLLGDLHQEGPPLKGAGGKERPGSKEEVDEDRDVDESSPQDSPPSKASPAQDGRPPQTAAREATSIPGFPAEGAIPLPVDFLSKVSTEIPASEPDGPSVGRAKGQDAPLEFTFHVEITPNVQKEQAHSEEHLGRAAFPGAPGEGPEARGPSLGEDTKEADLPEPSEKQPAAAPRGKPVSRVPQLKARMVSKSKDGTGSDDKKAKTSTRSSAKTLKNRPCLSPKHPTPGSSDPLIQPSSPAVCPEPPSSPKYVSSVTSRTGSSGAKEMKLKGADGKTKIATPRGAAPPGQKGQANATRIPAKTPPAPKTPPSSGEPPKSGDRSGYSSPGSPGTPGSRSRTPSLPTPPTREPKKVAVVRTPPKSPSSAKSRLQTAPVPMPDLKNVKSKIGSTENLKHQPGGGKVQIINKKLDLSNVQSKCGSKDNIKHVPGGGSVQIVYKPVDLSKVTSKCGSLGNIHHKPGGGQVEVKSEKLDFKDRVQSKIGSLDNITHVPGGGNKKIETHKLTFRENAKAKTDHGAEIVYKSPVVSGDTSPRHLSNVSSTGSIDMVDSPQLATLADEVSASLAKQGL
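His-tagged recombinant human tau (exons 2, 3 and 10 included), 1 uM, was induced to fibrillize by 30 uM sodium octadecylsulfate with compound present. After 15 h at 37 C, thioflavine S fluorescence (ex 450, em 510 nm) was read.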
Fluorescein fluor: qHTS Assay for Spectroscopic Profiling in Fluorescein Spectral Region. AID 593, 2007. max fluorescein-equivalent concentration, M. Compound autofluorescence, 480/540 nm, fluorescein-equivalent; hits give high values. 59,000 tested, 0.91% active; in the data active = max fluorescein-equivalent concentration above about 10 nM; inconclusive = between about 1.1 nM and that limit
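Tris 100 mM pH 8.0; 15 min RT; CCD read, ex 480/em 540 nm. Output: fluorescein-equivalent concentration per compound concentration, from six-point dye series on each plate.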
4MU fluor: qHTS Assay for Spectroscopic Profiling in 4-MU Spectral Region. compound autofluorescence, 340/450 nm, 4-MU equivalents; hits give high values. max dye-equivalent concentration, M. 59,000 tested, 11% active. AID 589, 2007; in the data active = max dye-equivalent concentration above about 10 nM; inconclusive = mostly about 1.1 nM to 9.6 nM
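Compounds in 100 mM Tris, pH 8.0, incubated 15 min at room temperature, then fluorescence read at 340 nm excitation/450 nm emission. Signal converted to 4-MU dye-equivalent concentration using an on-plate six-point 4-MU standard curve.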
Rhodamine autofl: qHTS Assay for Spectroscopic Profiling in Rhodamine Spectral Region; Rhodamine-region fluorescence, 547/598 nm, Tris buffer; hits give high values; max dye-equivalent concentration, M; 59,000 tested, 0.05% active; AID 594, 2007; in the data active = max dye-equivalent concentration above about 11 nM; inconclusive = between about 1.1 nM and that limit
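Steps: pin-transfer compounds into pH 8.0 Tris (100 mM), hold 15 min at room temperature, image with a 547/598 nm filter pair, and convert intensities to rhodamine-equivalent concentration using a six-point on-plate rhodamine series.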
Casp7 inh: qHTS Assay for Allosteric/Competitive Inhibitors of Caspase-7 | P55210 | recombinant caspase-7, Ac-DEVD-AFC fluorescence rate | Potency, µM (series often up to 57.5 µM), without a hit: top-dose activity change, negative = inhibition, most hits filed as inhibitors | 75,000 tested, 0.02% active; active = well fitted inhibition curve with a large enough effect in the main read-out, with a control signal flat, not every such curve was filed as active; inconclusive = small, poorly fitted or top-dose-only effect, or a change in a side signal; also: potency is read from the fitted curve at half-maximal effect; % of control where 0% means no effect
ERK AVP block: qHTS Assay for Inhibitors of the ERK Signaling Pathway using a Homogeneous Screening Assay | HEK293-V1b, vasopressin-stimulated pERK AlphaScreen | Potency, µM (highest dose often 57.5 µM), for the others: at the top dose activity, negative = inhibition, hits mostly inhibitors | 72,000 tested, 0.99% active | AID 995, 2007; also: potency is read from the fitted curve at half-maximal effect; % is scaled to controls: 0 for no effect and ±100 for the full control effect; nearly all actives have a fitted effect of over 55% in size
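Phosphorylated ERK1/2 detected via AlphaScreen bead proximity in lysates of V1b-expressing HEK293 cells given 25 nM vasopressin for 5 min after 30 min compound exposure (37 °C). AC50 from Hill equation; basal DMSO 0%, vasopressin 100%.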
Texas Red fluor: qHTS Assay for Spectroscopic Profiling in Texas Red Spectral Region | Compound fluorescence, Texas Red channel, 547/618 nm; hits give high values | max dye-equivalent concentration, M | 59,000 tested, 0.06% active; in the data active = max dye-equivalent concentration above about 10 nM; inconclusive = between about 1.1 nM and that limit
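qHTS profiling of intrinsic compound fluorescence; 100 mM Tris pH 8.0; 15 min RT; ex 547 / em 618 nm; response expressed as Texas Red dye-equivalent concentration from six-point plate standard.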
A350 fluor: qHTS Assay for Spectroscopic Profiling in A350 Spectral Region; Compound autofluorescence, 340/450 nm, Alexa 350 dye-equivalents; hits give high values; max dye-equivalent concentration, M; 59,000 tested, 11% active; in the data active = max dye-equivalent concentration above about 10 nM; inconclusive = mostly about 1.1 nM to 9.6 nM
HEK293 cAMP ctrl: qHTS Assay for Agonists of the Thyroid Stimulating Hormone Receptor: Activators of Intracellular cAMP Concentrations in Parental HEK 293; parental HEK293 CNG cAMP sensor, membrane potential fluorescence; Potency, µM (highest dose often 57.1 µM), inactives show at the top dose activation, actives largely listed as activators; 73,000 tested, 2.5% active; also: potency is read from the fitted curve at half-maximal effect; % of control where 0% means no effect; nearly all actives have a fitted effect of over 55% in size
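Parental HEK 293 cells stably expressing a cAMP-gated CNG channel were loaded with membrane potential dye containing 100 uM RO 20-1724 for 60 min. Compound added for 30 min; depolarization read as fluorescence intensity at 590 nm.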
Casp1 inh: qHTS Assay for Allosteric/Competitive Inhibitors of Caspase-1 | P29466 | 75,000 tested, 0.03% active | Potency, µM (doses to about 57.5 µM), inactives show at the top dose activity change, negative = inhibition, usual class: inhibitors | Caspase-1 enzyme, Ac-WEHD-AFC fluorogenic rate | AID 900, 2007;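 also: potency is read from the fitted curve at half-maximal effect; plate controls were vehicle for no effect and no substrate for full effect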
Target sequence (P29466 120-297 limits assumed): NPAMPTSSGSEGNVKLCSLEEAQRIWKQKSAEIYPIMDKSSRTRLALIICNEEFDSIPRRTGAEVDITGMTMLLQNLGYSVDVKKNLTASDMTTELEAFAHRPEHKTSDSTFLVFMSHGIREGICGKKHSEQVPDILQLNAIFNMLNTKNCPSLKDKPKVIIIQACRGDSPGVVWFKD
Target sequence (P29466 317-404 limits assumed): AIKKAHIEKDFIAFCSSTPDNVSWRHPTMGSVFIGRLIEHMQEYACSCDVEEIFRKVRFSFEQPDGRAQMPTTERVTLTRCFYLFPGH
The depositor's hits bear a star; i = inactive; ? = inconclusive; nt = not tested or not shown; [ ] = another dose, or the depositor's remark. Unless noted, calls follow the shape of the dose curve; as a rule, active = well fitted curve in the direction sought with a large enough effect; inconclusive = small, poorly fitted or top-dose-only effect, or another doubt; inactive = no such curve, though single readings can be large; an effect the other way counts as inactive or inconclusive. This is a subset; the hit share may differ from the screen's.

| Compound | FLuc inh | Tau fil binding | Fluorescein fluor | 4MU fluor | Rhodamine autofl | Casp7 inh | ERK AVP block | Texas Red fluor | A350 fluor | HEK293 cAMP ctrl | Casp1 inh |
| --- | --- | --- | --- | --- | --- | --- | --- | --- | --- | --- | --- |
| CCC(=O)NC(c1ccccc1)c1nc2ccccc2[nH]1 (stereo not given) | -2% | -6% | i | i | i | -2% | 22% | ? | i | 0% | 2% |
| COc1cc(C(=O)O)nc2ccccc12 | 2% | -5% | ? | i | i | -2% | 13% | i | i | 0% | -1% |
| COc1cccc(-c2nccc(NCc3cccc(C)c3)n2)c1 | -2%[2.29 µM] | 2% | ? | i | i | -5% | -28% | i | i | ? | -4% |
| Cn1c(=O)oc2cc(S(=O)(=O)NCCC(=O)N3CC=C(c4ccccc4)CC3)ccc21 | -2% | -8% | ? | i | i | 1% | 12% | i | i | 26% | -1% |
| Cc1oc(-c2ccc(Cl)cc2)nc1CSCC(=O)NCCCN1CCOCC1 | -2% | 3% | i | i | i | 0% | -2% | i | i | 8% | -1% |
| Cc1ccc(OCC(=O)Nc2ccc(-c3nc4ncccc4o3)cc2)cc1 | -5% | 50% | i | 2.5e-08M* | i | 1% | -3% | i | 2.5e-08M* | 10% | 0% |
| FC(F)(F)c1cccc(-c2nc3nc(Cl)c(Cl)nc3[nH]2)c1 | -5%[11.4 µM] | 50%[11.4 µM] | ? | 1.2e-06M* | i | -2%[11.5 µM] | -1%[11.5 µM] | i | 1.3e-06M* | ? | -6%[11.5 µM] |
| CC(C)n1c(SCC(=O)N2CCCC2)nc2c1c(=O)n(C)c(=O)n2C | 5% | 3% | i | i | i | 1% | -5% | i | i | 0% | -1% |
| CCc1c(C)sc(NC(=O)CC#N)c1C#N | -1% | 13µM* | ? | ? | i | -23% | -28% | i | ? | -2% | -10% |
| COc1cccc(C(=O)Nc2ncc3c(n2)CC(C)(C)CC3=O)c1 | -14% | -7% | i | ? | i | 0% | -21% | i | ? | 5% | 0% |
| Cc1oc(-c2ccc(Cl)cc2)nc1CN1CCC(C(=O)N2CCN(Cc3ccccc3)CC2)CC1 | 2% | ? | nt | nt | nt | -4% | -11% | nt | nt | 24% | 3% |
| CCCS(=O)(=O)N1CCC(C(=O)N2CCN(C(=O)OCC)CC2)CC1 | -1% | 0% | i | i | i | 0% | -4% | i | i | 2% | 1% |
| O=S(=O)(c1ccccc1)N1CCN(Cc2ccccc2C(F)(F)F)CC1 | -1% | -10% | ? | i | i | -1% | 7% | i | i | 10% | 0% |
| Cc1cc(C)n(-c2nc3c(c(=O)[nH]c(=O)n3C)n2CC(O)c2ccccc2)n1 (stereo not given) | 2% | -11% | ? | i | i | -2% | -7% | ? | i | 17% | 3% |
| CCSc1nc(O)c(C2OC(=O)c3c2ccc(OC)c3OC)c(=O)n1CC (stereo not given) | 0% | -2% | i | i | i | 0% | -3% | i | i | 8% | -1% |
| COc1ccccc1-c1ccc2ncnc(Nc3ccccc3)c2c1 | 0%[2.29 µM] | 63% | i | i | i | -15% | -7% | i | i | 16µM* | -6% |
| CCn1c(SCC(=O)NC2CCCCC2)nnc1-c1cccs1 | 1% | -2% | ? | i | i | -3% | 5% | ? | ? | 5% | 0% |
| Cc1nc2cc(CO)ccc2n1C | 1% | 1% | i | i | i | -2% | 9% | i | i | -1% | 3% |
| Cc1occc1-c1nnc(SCC(=O)Nc2ccccc2)n1CCc1ccccc1 | -1% | 10% | ? | i | i | -2% | 6% | i | i | ? | -3% |
| COc1ccc(C(c2nnnn2Cc2ccccc2)N2CCN(c3ccccc3)CC2)cc1 (stereo not given) | 2% | -2% | i | ? | i | 1% | -15% | i | ? | ? | -1% |
| CC(C)N1C(=O)c2ccccc2C1C(=O)NC1CCCCCC1 (stereo not given) | 1% | 1% | i | i | i | 2% | 12% | i | i | ? | 0% |
| CCS(=O)(=O)N1CCC(C(=O)NCCN2CCN(Cc3ccccc3)CC2)CC1 | 2% | 9% | i | i | i | 0% | 17% | i | ? | -2% | 1% |
| CC(C)CCn1c(SCCc2ccccc2)nc2c1c(=O)[nH]c(=O)n2C | -15% | 22% | i | i | i | -1% | -9% | i | i | ? | -1% |
| CC1Cc2ccccc2N1C(=O)Cn1c(=O)oc2cc(S(=O)(=O)N3CCCCC3)ccc21 (stereo not given) | -1% | 105% | nt | nt | nt | -5% | 3% | nt | nt | -13% | -2% |
| CC(C)(N=NC(C)(C)C1=NCCN1)C1=NCCN1 | 1%[11.4 µM] | 2%[11.4 µM] | i | i | i | 3%[11.5 µM] | -7%[11.5 µM] | i | i | -1%[11.4 µM] | 4%[11.5 µM] |
| CCCS(=O)(=O)N1CCN(C(=O)c2ccc(-c3ccccc3)cc2)CC1 | -9% | 6%[11.4 µM] | nt | nt | nt | 0% | -9% | nt | nt | 17%[11.4 µM] | 0% |
| O=C(O)CSc1sc(=S)sc1SCC(=O)O | 0% | -2% | i | i | i | -2% | -17% | i | i | 4% | -2% |
| COc1cc(C(=O)Nc2nnc(CC(=O)N3CCOCC3)s2)cc(OC)c1OC | 2% | -1% | ? | i | i | 0% | -1% | ? | i | 0% | 0% |
| O=S(=O)(NCc1cccs1)c1cccc(S(=O)(=O)N2CCCCC2)c1 | 1% | -9% | i | i | i | 1% | -5% | i | i | 13% | -3% |
| COc1cccc(NS(=O)(=O)c2ccc3[nH]cc(C(=O)NCCN4CCOCC4)c(=O)c3c2)c1 | 1% | 7% | i | i | i | 0% | -13% | i | i | 3% | 1% |
| O=C(O)CCc1nc(-c2ccc(Cl)cc2)no1 | 2% | -2% | i | i | i | -1% | -27% | i | i | ? | -3% |
| Cc1cccc(-n2nnc(C(=O)N3CCc4ccccc4C3)c2N)c1 | -6% | 63% | i | i | i | 1% | 5% | i | i | 14% | -1% |
| COc1ccccc1-c1ccc2ncnc(N3CCN(C)CC3)c2c1 | -3%[2.29 µM] | 12% | i | i | i | 1% | 22% | i | i | ? | 0% |
| CCn1c(Oc2ccc(Oc3ncc(Cl)cc3Cl)cc2)nc2c1c(=O)n(C)c(=O)n2C | 2% | -3% | i | i | i | 6% | 24% | i | i | 11% | -2% |
| CS(=O)(=O)c1ccc(Cl)c(NC(=O)C2CC(=O)N(Cc3ccccc3)C2)c1 (stereo not given) | 0% | -29% | i | ? | i | -1% | 5% | i | ? | 9% | 0% |
| CCCn1c(=O)n(C)c(=O)c2c3oc(=O)c(NC(=O)c4ccc(F)cc4)cc3[nH]c21 | -4% | 7% | i | i | i | -3% | -4% | i | ? | 1% | -2% |
| CC(C)CCNC(=O)NC(=O)CSc1nnc(COc2ccccc2Cl)o1 | -5% | -24% | ? | i | i | -6% | -13% | ? | i | -22% | 0% |
| COc1ccccc1CNC(=O)C1CCN(S(=O)(=O)c2cccc3cccnc23)CC1 | -3% | 2% | nt | nt | nt | -1% | -12% | nt | nt | -1% | -2% |
| COc1ccc(NC(=O)COc2ccccc2C#N)c(S(=O)(=O)N2CCCCC2)c1 | 0% | 12% | ? | i | i | -4% | -23% | i | i | ? | -3% |
| O=C(O)C[C@H](NC(=O)CP(=O)(O)O)C(=O)O.[NH-][C@@H]1CCCC[C@@H]1[NH-].[Pt] | -2%[11.4 µM] | 5%[11.4 µM] | i | i | i | 1%[11.5 µM] | 5%[11.5 µM] | i | i | 1%[11.4 µM] | -1%[11.5 µM] |
| COc1cc2c(cc1OC)CN(C(=O)c1cccs1)CC2 | 0% | 10% | i | i | i | 0% | -19% | ? | ? | 0% | -1% |
| CC/C(=N\O)c1ccc(O)c(OC)c1 | 1% | 4% | nt | nt | nt | 4% | -4% | nt | nt | -1% | 1% |
| CC1CCCC(NC(=O)Cn2cc3c(n2)CCCCC3)C1C (stereo not given) | 1% | -11% | nt | nt | nt | -2% | -10% | nt | nt | 28% | 2% |
| C/C(CCC(=O)OC[C@@H]1O[C@H](C#Cc2ccccc2)C=C[C@@H]1Oc1ccc(C)cc1)=N/O[C@@H](C)c1cc(-c2c(C)cc(C)cc2C)no1 | 0%[11.4 µM] | nt | nt | nt | nt | 1%[11.5 µM] | 3%[11.5 µM] | nt | nt | 0%[11.4 µM] | 0%[11.5 µM] |
| CC(=O)Nc1ccc(S(=O)(=O)N2CCN(CCCOc3cc(C)ccc3C)CC2)cc1 | 0% | 16% | i | i | i | -2% | -26% | i | i | 1% | -3% |
| COCCN1C(=O)c2ccccc2C(C(=O)NCC2CCCO2)C1c1c[nH]c2ccccc12 (stereo not given) | 3% | -7% | i | i | i | 1% | -25% | i | i | 10% | -1% |
| COc1ccc(-c2nnn(CC(=O)c3c[nH]c4ccccc34)n2)cc1OC | -1% | -28% | ? | i | i | -1% | -24% | i | i | -23% | -3% |
